# High-throughput results (PubChem BioAssay)
# cln2 rad14: NCI yeast anticancer drug screen, S. cerevisiae cln2 rad14 strain; growth inhibition, % at 50 µM; 78,000 tested, 8.3% active;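 further: 0% = growth of vehicle-only cultures of the same strain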
#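 cln2 rad14 yeast strain; compound exposure; growth inhibition read vs vehicle controls.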
# yeast sgs1 mgt1: NCI yeast anticancer drug screen, S. cerevisiae sgs1 mgt1 strain; growth inhibition, % at 50 µM; AID 161; 78,000 tested, 10% active;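 further: 0% = growth of vehicle-only cultures of the same strain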
#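 Growth of a repair-deficient yeast mutant was monitored after compound treatment and expressed as inhibition relative to vehicle-treated cultures.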
# yeast rad50: NCI yeast anticancer drug screen, S. cerevisiae rad50 strain. 79,000 tested, 10% active. growth inhibition, % at 50 µM;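 further: 0% = growth of vehicle-only cultures of the same strain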
#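 DNA repair mutant yeast, compound exposure, growth read-out; inhibition is taken relative to vehicle.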
# mlh1 rad18: NCI yeast anticancer drug screen, S. cerevisiae mlh1 rad18 strain; % growth inhibition at 50 µM; 79,000 tested, 11% active; AID 175;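 further: 0% = growth of vehicle-only cultures of the same strain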
#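 Cells of a genetically altered yeast strain, deficient in DNA damage repair, were treated with compound. Their growth was then compared with that of vehicle-treated cultures to give inhibition.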
# yeast bub3: NCI yeast anticancer drug screen, S. cerevisiae bub3 mutant strain; growth inhibition, % at 50 µM; 78,000 tested, 9.9% active;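 further: 0% = growth of vehicle-only cultures of the same strain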
#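 Part of a panel of yeast mutants defective in DNA damage repair or cell cycle regulation. Each strain is grown with compound, and inhibition is calculated relative to solvent-treated cultures.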
# yeast mec2-1: NCI yeast anticancer drug screen, S. cerevisiae mec2-1 strain | growth inhibition, % at 50 µM | 79,000 tested, 9% active | AID 157;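 further: 0% = growth of vehicle-only cultures of the same strain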
#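 Growth inhibition is read against vehicle-treated controls after compound exposure of the mec2-1 yeast strain, which is defective in DNA damage repair or cell cycle control.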
# Numbers without * were called inactive. No stated cut-off is given here; in the data, active means growth inhibition above about 70%; inactive means the rest.
cpd	Structure	cln2 rad14	yeast sgs1 mgt1	yeast rad50
1	CC(C)CS(=O)(=O)/C(=C(\c1ccc(Br)cc1)S(=O)(=O)CC(C)C)c1ccc(Br)cc1	19	-27	9
2	COC1=C(OC)C(=O)C(SCCCCCCC2CCCCC2)=C(C)C1=O	-8	5	-2
3	O=[N+]([O-])c1ccc(SCN(CSc2ccc([N+](=O)[O-])cc2)Cc2ccccc2)cc1	-17	-1	-6
4	c1ccc2c3c(ccc2c1)CCC1CCc2ccc4ccccc4c2C31 (stereo not given)	-15	4	-9
5	Cc1ccc2c(c1)C(=Nc1ccc(Cl)cc1)C(=O)N2	-1	2	-2
6	CCCCS/C=C\SCCCC	-26	-8	3
7	C[N+]1(C)C/C(=C\C=C\c2ccccc2)C(=O)/C(=C/C=C/c2ccccc2)C1	92*	93*	93*
8	Cc1cc(C)cc(OCC(=O)O)c1	-41	-11	17
9	CCCCC/C(=C(\C#N)C(=O)OCC)c1ccccc1	-99	37	-7
10	Cc1cc(Br)ccc1NC(=O)/C=C/C(=O)O	7	17	0
11	CC(C)C(=O)OCC(C)(C)C1OCC(C)(C)C(C(C)C)O1 (stereo not given)	9	-2	-6
12	CN(C)CCNc1ccc(NCC[N+](C)(C)Cc2ccc([N+](=O)[O-])cc2)c2c1C(=O)c1ccccc1C2=O	12	-14	-8

cpd	mlh1 rad18	yeast bub3	yeast mec2-1
1	-10	-9	-12
2	20	5	7
3	-7	5	-7
4	-3	-10	14
5	13	19	2
6	-2	7	8
7	92*	94*	92*
8	3	-4	10
9	44	52	28
10	1	20	4
11	5	1	-4
12	9	-13	-20

# (next part)
cpd	Structure	cln2 rad14	yeast sgs1 mgt1	yeast rad50
13	CCN(CC)Cc1c(-c2ccccc2)oc(-c2ccccc2)c1CN(CC)CC	-10	-6	65
14	CC1=CC(=O)C[C@]2(C)[C@@H](O)CC(C(C)CO)C[C@@H]12 (stereo not given in full)	32	-12	15
15	COc1nc(NC2OC(COC(C)=O)C(OC(C)=O)C(OC(C)=O)C2OC(C)=O)c(N=CC=Nc2c(NC3OC(COC(C)=O)C(OC(C)=O)C(OC(C)=O)C3OC(C)=O)nc(OC)n(C)c2=O)c(=O)n1C (stereo not given)	-11	-9	-13
16	CN(CCNC(=O)c1ccc(Cl)cc1)c1ccccc1	56	44	36
17	CN=C(NN(C)C)c1ccc(NC(=O)c2ccc(C(=O)Nc3ccc(C(=NC)NN(C)C)cc3)cc2)cc1	10	11	8
18	COc1nc2[nH]ccc2c(=O)n1C	10	-9	-11
19	Cc1cc[n+]2c(c1)-c1cc(C)cc[n+]1CC2	-11	14	27
20	CS(=O)(=O)CCC(Nc1ccc([N+](=O)[O-])cc1[N+](=O)[O-])C(=O)O (stereo not given)	4	22	5
21	CC(CCc1ccccc1)C(=O)O (stereo not given)	-14	-4	-13
22	Oc1c(CN2CCOCC2)c(CN2CCOCC2)c(O)c(CN2CCOCC2)c1CN1CCOCC1	-26	-12	-14
23	C=CCCCCCCCCC(=O)ON(Cc1ccc(O)c(OC)c1)C(=O)C(F)(F)F	86*	89*	71*
24	COc1ccc2cc(C(C)C(=O)N3CCOC3=O)ccc2c1 (stereo not given)	25	57	61

cpd	mlh1 rad18	yeast bub3	yeast mec2-1
13	67	36	0
14	-38	-10	8
15	-22	-7	-14
16	-2	68	30
17	14	-14	8
18	17	-10	-20
19	6	1	1
20	-12	6	6
21	10	0	-19
22	13	-9	4
23	86*	90*	84*
24	44	29	24

# (continued)
cpd	Structure	cln2 rad14	yeast sgs1 mgt1	yeast rad50
25	CC(C)(C)NCc1cc(C(C)(C)C)cc(-c2ccc(Cl)cc2)c1O	77*	86*	85*
26	O=C(O)CNC(=O)C(Cc1ccccc1)NC(=O)CNC(=O)C(CSC(c1ccccc1)c1ccccc1)NC(=O)C(CSC(c1ccccc1)(c1ccccc1)c1ccccc1)N1C(=O)c2ccccc2C1=O (stereo not given)	-18	-4	2
27	COC(=O)c1ccc([N+](=O)[O-])cc1	-8	15	0
28	COc1ccc(C(C)=O)cc1F	4	-13	11
29	O=C(NCCN1CCCC1)Nc1ccccc1Cl	-10	-1	5
30	O=C1CCCCCCCCCCC1[N+](=O)[O-] (stereo not given)	0	10	-13
31	COC(=O)CN1C(=O)c2cccc3cc([N+](=O)[O-])cc(c23)C1=O	-7	17	32
32	COc1ccc2c(c1)CC1(CC2)NCC(=O)NC1=O (stereo not given)	-2	-12	8

cpd	mlh1 rad18	yeast bub3	yeast mec2-1
25	85*	84*	88*
26	11	-7	14
27	20	6	4
28	-1	-17	-27
29	0	34	27
30	-23	-13	-46
31	23	10	-1
32	12	6	16

# Reformatted with one line to a screen: entries from further up.
[30] O=C1CCCCCCCCCCC1[N+](=O)[O-] (stereo not given)
[29] O=C(NCCN1CCCC1)Nc1ccccc1Cl

compound no.	30	29
cln2 rad14	0	-10
yeast sgs1 mgt1	10	-1
yeast rad50	-13	5
mlh1 rad18	-23	0
yeast bub3	-13	34
yeast mec2-1	-46	27

# In the list so far, these have a halogen:
cpd	Structure	cln2 rad14	yeast sgs1 mgt1	yeast rad50
1	CC(C)CS(=O)(=O)/C(=C(\c1ccc(Br)cc1)S(=O)(=O)CC(C)C)c1ccc(Br)cc1	19	-27	9
5	Cc1ccc2c(c1)C(=Nc1ccc(Cl)cc1)C(=O)N2	-1	2	-2
10	Cc1cc(Br)ccc1NC(=O)/C=C/C(=O)O	7	17	0
16	CN(CCNC(=O)c1ccc(Cl)cc1)c1ccccc1	56	44	36
23	C=CCCCCCCCCC(=O)ON(Cc1ccc(O)c(OC)c1)C(=O)C(F)(F)F	86*	89*	71*
25	CC(C)(C)NCc1cc(C(C)(C)C)cc(-c2ccc(Cl)cc2)c1O	77*	86*	85*
28	COc1ccc(C(C)=O)cc1F	4	-13	11
29	O=C(NCCN1CCCC1)Nc1ccccc1Cl	-10	-1	5

cpd	mlh1 rad18	yeast bub3	yeast mec2-1
1	-10	-9	-12
5	13	19	2
10	1	20	4
16	-2	68	30
23	86*	90*	84*
25	85*	84*	88*
28	-1	-17	-27
29	0	34	27
